High-throughput results deposited in PubChem BioAssay by several laboratories.
MazEF act: MazEF (E. coli) toxin RNase activation; FAM/BHQ RNA-DNA oligo cleavage fluorescence, 5 h; activation, % at 20 µM; actives 0.32% (n = 350,000); AID 504720; in the data active = activation above about 50%
Target sequence (P0AE70 whole entry, looked up): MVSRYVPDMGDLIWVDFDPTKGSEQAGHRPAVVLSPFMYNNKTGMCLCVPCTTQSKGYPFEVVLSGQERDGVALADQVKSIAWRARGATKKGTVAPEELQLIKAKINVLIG
GDH-TPI inh: GDH-TPI coupled enzyme inhibition counter-screen | actives 1.2% (n = 360,000) | AID 588335 | GDH-TPI coupled enzyme counterscreen, NADH absorbance | inhibition, % at 4.8 µM; in the data active = inhibition above about 30%;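 also: 0% = DMSO wells and 100% = wells lacking the enzyme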
FadD28 binding: blocks FadD28 binding to the bisubstrate probe; fluorescence polarization; inhibition, % at 12.5 µM; actives 0.22% (n = 360,000); AID 588549; in the data active = inhibition above about 8.5%, passing the limit was not always enough; inconclusive = no clear call, values can overlap the other calls
Mtb FBA inh: inhibits M. tuberculosis FBA enzyme | P9WQA3 | purified M. tuberculosis FBA, fluorescence read-out | inhibition, % at 1 µM | actives 2.3% (n = 360,000); in the data active = inhibition above about 27%;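 also: 0% = vehicle and 100% = reference inhibitor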
Target sequence (P9WQA3 whole entry, looked up): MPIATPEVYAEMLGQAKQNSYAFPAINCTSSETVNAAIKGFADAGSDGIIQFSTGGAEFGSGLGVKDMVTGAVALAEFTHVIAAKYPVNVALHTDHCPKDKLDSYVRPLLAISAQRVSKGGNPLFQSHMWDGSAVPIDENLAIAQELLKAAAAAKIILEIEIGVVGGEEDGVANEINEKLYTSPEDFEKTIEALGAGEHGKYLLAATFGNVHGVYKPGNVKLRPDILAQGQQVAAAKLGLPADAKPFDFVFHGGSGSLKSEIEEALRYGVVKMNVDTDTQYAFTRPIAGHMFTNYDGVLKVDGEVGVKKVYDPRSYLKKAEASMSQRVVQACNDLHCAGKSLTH
BoNT F protease: blocks Botulinum neurotoxin F light chain protease | Multiplex microsphere protease cleavage assay, flow cytometry | actives 0.22% (n = 360,000) | inhibition, % at 10 µM | AID 588497; in the data active = inhibition above about 35%, passing the limit was not always enough; inconclusive = no clear call, values can overlap the other calls; also: plate controls were buffer without enzyme for full effect and enzyme alone for no effect
Rv3671c inh: Rv3671c (M. tuberculosis) protease inhibition; P9WHR9; inhibition, % at 5.96 µM; actives 0.048% (n = 320,000); in the data active = inhibition above about 38%;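 also: extracellular domain of Rv3671c used as enzyme; 0% = enzyme with DMSO and 100% = no enzyme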
Target sequence (P9WHR9 whole entry, looked up, the tested form may be a part): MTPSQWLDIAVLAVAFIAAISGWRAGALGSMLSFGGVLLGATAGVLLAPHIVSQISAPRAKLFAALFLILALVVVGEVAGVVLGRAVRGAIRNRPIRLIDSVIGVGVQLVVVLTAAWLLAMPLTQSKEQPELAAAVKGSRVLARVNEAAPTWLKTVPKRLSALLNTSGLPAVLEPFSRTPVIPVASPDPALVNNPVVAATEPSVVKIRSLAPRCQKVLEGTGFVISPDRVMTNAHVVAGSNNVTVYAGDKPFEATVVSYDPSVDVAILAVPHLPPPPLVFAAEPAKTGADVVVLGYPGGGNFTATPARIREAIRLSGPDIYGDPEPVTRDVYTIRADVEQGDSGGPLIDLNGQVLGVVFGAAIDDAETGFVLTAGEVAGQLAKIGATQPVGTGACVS
Mtb BioA inh: blocks M. tuberculosis BioA enzyme activity | actives 0.096% (n = 360,000) | AID 602481 | inhibition, % at 9.99 µM | purified M. tuberculosis BioA enzyme, plate reader; in the data active = inhibition above about 40%; inconclusive = no clear call, values can overlap the other calls
PrPC surface inh: cell surface PrPC inhibition, primary TR-FRET screen | P04156 | TR-FRET read-out | inhibition, % at 13.8 µM | actives 0.43% (n = 370,000) | AID 720596; in the data active = inhibition above about 24%; also: 0% = median of the test wells and 100% = reference compound wells
UGM FP inh: blocks M. tuberculosis UGM enzyme; actives 0.06% (n = 320,000); purified UGM, fluorescence polarization probe displacement; inhibition, % at 10 µM; P9WIQ1; in the data active = inhibition above about 10%, passing the limit was not always enough; inconclusive = no clear call, values can overlap the other calls
The depositor's hits bear a star.

Screening Cc1nn(C)cc1/C=N/NC(=O)Cn1nccc1C returned MazEF act 4, GDH-TPI inh 6, FadD28 binding -2.6, Mtb FBA inh 0, BoNT F protease -1, Rv3671c inh -7, Mtb BioA inh 1.0, PrPC surface inh -5 and UGM FP inh 0.4.
`COCc1c(C(=O)OCC(=O)c2ccc[nH]2)oc2ccccc12` gave MazEF act 1, GDH-TPI inh 5, FadD28 binding -5.3, Mtb FBA inh -5, BoNT F protease -2, Rv3671c inh 2, Mtb BioA inh 0.6, PrPC surface inh -3 and UGM FP inh 0.4.
Screening Fc1cc(Cl)ccc1NC1=NCCCCC1 returned MazEF act -4, GDH-TPI inh 10, FadD28 binding 0.2, Mtb FBA inh 3, BoNT F protease 11, Rv3671c inh -7, Mtb BioA inh -2.1, PrPC surface inh -3 and UGM FP inh -1.4.
O=C(/C=C/c1ccccc1[N+](=O)[O-])N1CCc2ccccc2C1 was read as MazEF act 6, GDH-TPI inh 10, FadD28 binding -1.4, Mtb FBA inh 2, BoNT F protease inconclusive, Rv3671c inh -5, Mtb BioA inh 4.3, PrPC surface inh -7 and UGM FP inh 0.0.
Screening O=C(/C=C\Nc1ccc2c(c1)OCO2)c1ccc2c(c1)OCO2 returned MazEF act -19, GDH-TPI inh -8, FadD28 binding -4.4, Mtb FBA inh -6, BoNT F protease 0, Rv3671c inh -5, PrPC surface inh -10 and UGM FP inh -0.6.
For O=C(Nc1ccccc1)N1CCCCC1c1cccnc1 (stereo unspecified) the results were MazEF act 0, GDH-TPI inh 5, FadD28 binding 0.8, Mtb FBA inh 7, BoNT F protease 3, Rv3671c inh -1, Mtb BioA inh 0.6, PrPC surface inh -3 and UGM FP inh 2.7.
`NC(=O)C1CCN(C(=O)/C(=C/c2ccco2)NC(=O)c2ccccc2)CC1` gave MazEF act 8, GDH-TPI inh 8, FadD28 binding -0.9, Mtb FBA inh 3, BoNT F protease 13, Rv3671c inh -7, Mtb BioA inh 1.1, PrPC surface inh -9 and UGM FP inh 0.1.
CC(Sc1sc(=S)sc1SC(C)C(=O)O)C(=O)O (stereo unspecified) was read as MazEF act -2, GDH-TPI inh 12, FadD28 binding -1.1, Mtb FBA inh -2, BoNT F protease 1, Rv3671c inh -2, Mtb BioA inh -2.0, PrPC surface inh -12 and UGM FP inh 6.0.
Fc1cccc(NC(=S)NCCCN2CCOCC2)c1 was read as MazEF act 17, GDH-TPI inh 6, FadD28 binding -3.7, Mtb FBA inh -7, BoNT F protease -1, Rv3671c inh 1, Mtb BioA inh 0.9, PrPC surface inh 9 and UGM FP inh -1.9.
Screening Cc1ccc(OCC(=O)Nc2nnc(C3CCCO3)s2)c(Br)c1 (stereo unspecified) returned MazEF act 2, GDH-TPI inh 2, FadD28 binding -0.7, Mtb FBA inh 1, BoNT F protease -4, Rv3671c inh -2, PrPC surface inh 4 and UGM FP inh -5.1.
`CC(C)(C)NC(=O)Cn1ccc(=N)c2ccccc21` gave MazEF act 1, GDH-TPI inh 10, FadD28 binding -2.5, Mtb FBA inh 4, BoNT F protease -7, Rv3671c inh -1, PrPC surface inh 1 and UGM FP inh 0.3.
`C/C(CC(=O)Nc1ccc(Cl)c(C(F)(F)F)c1)=N\NC(=O)c1cnccn1` gave MazEF act 10, GDH-TPI inh 6, FadD28 binding -18, Mtb FBA inh -2, BoNT F protease -5, Rv3671c inh -20, Mtb BioA inh 0.7, PrPC surface inh -1 and UGM FP inh -0.3.
For COc1ccc(N2C(=NC(=O)C3CC3)SC3CS(=O)(=O)CC32)cc1Cl (stereo unspecified) the results were MazEF act -3, GDH-TPI inh -2, FadD28 binding -4.2, Mtb FBA inh -2, BoNT F protease 2, Rv3671c inh -4, Mtb BioA inh -2.0, PrPC surface inh 9 and UGM FP inh 0.7.
Cc1cccc(-c2nnc(SCC(=O)Nc3cccc(C(=O)N4CCOCC4)c3)n2C)c1 was read as MazEF act 5, GDH-TPI inh 8, FadD28 binding -1.4, Mtb FBA inh -1, BoNT F protease -9, Rv3671c inh 12, PrPC surface inh -4 and UGM FP inh -0.4.
CCC(CC)C(=O)N1CC(=O)Nc2ccc(C)cc2C1c1ccccc1 (stereo unspecified) was read as MazEF act 3, GDH-TPI inh 0, FadD28 binding -2.9, Mtb FBA inh 0, BoNT F protease 19, Rv3671c inh 5, Mtb BioA inh 0.7, PrPC surface inh -2 and UGM FP inh 1.4.
COc1cc(NC2=CC(=O)CC(C)(C)C2)cc(OC)c1OC was read as MazEF act 9, GDH-TPI inh 21, FadD28 binding -3.4, Mtb FBA inh -8, BoNT F protease -1, Rv3671c inh 3, Mtb BioA inh 0.1, PrPC surface inh -12 and UGM FP inh 5.0.
O=C(O)COc1ccccc1/C=N/NC(=O)c1cc(-c2ccc(Cl)cc2)nc2ccccc12 was read as MazEF act 7, GDH-TPI inh 21, FadD28 binding -4.7, Mtb FBA inh 1, BoNT F protease 1, Rv3671c inh -5, Mtb BioA inh 1.8, PrPC surface inh 4 and UGM FP inh -0.4.
Screening Cn1c(SCC(=O)NC(=O)Cc2ccccc2)nnc1-c1ccc(F)cc1 returned MazEF act 8, GDH-TPI inh -4, FadD28 binding -1.5, Mtb FBA inh -2, BoNT F protease -10, Rv3671c inh -4, Mtb BioA inh 1.2, PrPC surface inh 5 and UGM FP inh 2.3.
Screening COc1cc(OC)cc(C(=O)N/N=C(\C)CC(=O)Nc2ccccn2)c1 returned MazEF act 1, GDH-TPI inh 3, FadD28 binding -9.2, Mtb FBA inh 5, BoNT F protease 1, Rv3671c inh 8, Mtb BioA inh -1.2, PrPC surface inh 9 and UGM FP inh -0.8.
For COc1ccc(OC)c(NC(=O)Nc2nc(CN)cs2)c1 the results were GDH-TPI inh 12, FadD28 binding -5.3, Mtb FBA inh 1, BoNT F protease -6, Mtb BioA inh -3.4 and PrPC surface inh 2.
For CCC(Sc1nccn1C)C(=O)Nc1ccc(Cl)cn1 (stereo unspecified) the results were MazEF act 7, GDH-TPI inh 2, FadD28 binding -1.8, Mtb FBA inh 2, BoNT F protease -11, Rv3671c inh -4, Mtb BioA inh 0.9, PrPC surface inh 3 and UGM FP inh 3.9.
`Cn1cc(CN(Cc2ccccn2)C[C@@H]2CCC(=O)N2)c(-c2ccccc2F)n1` gave MazEF act 3, GDH-TPI inh 2, FadD28 binding -0.6, Mtb FBA inh 2, BoNT F protease 3, Rv3671c inh -11, PrPC surface inh 1 and UGM FP inh -0.8.
Cc1ccc(NC(=O)CCS(=O)(=O)c2ccc3nc(C)sc3c2)cc1 was read as MazEF act 9, GDH-TPI inh 8, FadD28 binding 0.0, Mtb FBA inh 3, BoNT F protease -13, Rv3671c inh 3, Mtb BioA inh -0.9, PrPC surface inh 4 and UGM FP inh 3.2.
For COC(=O)c1ccccc1N=Nc1c(N)[nH][nH]c1=O the results were MazEF act -1, GDH-TPI inh 14, FadD28 binding -1.4, Mtb FBA inh -5, BoNT F protease -3, Rv3671c inh 6, PrPC surface inh -30 and UGM FP inh -0.7.
`COC(=O)c1cc(C(=O)OCC(=O)NCc2cccs2)cc([N+](=O)[O-])c1` gave MazEF act 7, GDH-TPI inh 8, FadD28 binding -1.1, Mtb FBA inh 0, BoNT F protease 0, Rv3671c inh 2, Mtb BioA inh -1.2, PrPC surface inh -11 and UGM FP inh -0.7.
NC(=O)Cn1c(S(=O)(=O)Cc2ccccc2)nc2ccccc21 was read as MazEF act 1, GDH-TPI inh -3, FadD28 binding -1.0, Mtb FBA inh 1, BoNT F protease -19, Rv3671c inh 7, Mtb BioA inh -0.8, PrPC surface inh -4 and UGM FP inh -1.8.
N#Cc1c2c(c(NCCOCCO)n3c1nc1ccccc13)CCCC2 was read as MazEF act 1, GDH-TPI inh 10, FadD28 binding 1.7, Mtb FBA inh 15, BoNT F protease -8, Rv3671c inh -2, Mtb BioA inh -0.9, PrPC surface inh -23 and UGM FP inh -1.4.
For O=C(c1csc2c1CCCCC2)N1CCC2(CC1)OCCO2 the results were MazEF act 1, GDH-TPI inh -3, FadD28 binding 0.8, Mtb FBA inh -3, BoNT F protease 5, Rv3671c inh 11, Mtb BioA inh 0.0, PrPC surface inh 7 and UGM FP inh -2.0.
`CCOC(=O)C1CCN(C2=NC(=O)/C(=C/c3ccc(OC)c(OC)c3)S2)CC1` gave MazEF act 5, GDH-TPI inh 28, FadD28 binding -2.3, Mtb FBA inh 3, BoNT F protease -5, Rv3671c inh 4, Mtb BioA inh 0.1, PrPC surface inh -3 and UGM FP inh -1.8.
For CCOc1ccc(NC(=S)NC(=O)/C=C/c2ccc(OC)c(OC)c2)c([N+](=O)[O-])c1 the results were MazEF act 1, GDH-TPI inh 13, FadD28 binding -1.1, Mtb FBA inh 3, BoNT F protease 16, Rv3671c inh 11, Mtb BioA inh 2.9, PrPC surface inh -2 and UGM FP inh 3.6.
O=C(CSc1ccc(F)cc1)NCCc1ccc(Cl)cc1 was read as MazEF act -1, GDH-TPI inh -3, FadD28 binding -4.5, Mtb FBA inh 0, BoNT F protease -24, Rv3671c inh -4, Mtb BioA inh 0.2, PrPC surface inh -2 and UGM FP inh 4.2.
Screening Cc1ccccc1/C(N)=N/OC(=O)c1cccs1 returned MazEF act -14, GDH-TPI inh -2, FadD28 binding -0.7, Mtb FBA inh 1, BoNT F protease -2, Rv3671c inh 9 and PrPC surface inh 0.
COc1cccc(NC(=O)CSc2nnc3cc(C)nc(N)n23)c1 was read as MazEF act 6, GDH-TPI inh -13, FadD28 binding -5.1, Mtb FBA inh -8, BoNT F protease 3, Rv3671c inh 4, PrPC surface inh 4 and UGM FP inh -0.6.
Screening CN(C(=O)CC1C(=O)NCCN1Cc1ccc(F)c(F)c1)C1CCOCC1 (stereo unspecified) returned MazEF act -3, GDH-TPI inh 1, FadD28 binding 0.1, Mtb FBA inh 2, BoNT F protease -3, Rv3671c inh 3, Mtb BioA inh 0.7, PrPC surface inh -4 and UGM FP inh 0.3.
O=C(NN=C1CCN(Cc2ccccc2)CC1)c1cc(Br)ccc1O was read as MazEF act -7, GDH-TPI inh 0, FadD28 binding -0.7, Mtb FBA inh 6, BoNT F protease -5, Rv3671c inh 9, PrPC surface inh 2 and UGM FP inh 1.0.
CCCCc1ccc(/C(C)=N/NC(=O)C2CCCC2)cc1 was read as MazEF act 5, GDH-TPI inh -7, FadD28 binding -0.7, Mtb FBA inh 1, BoNT F protease -3, Rv3671c inh -8, Mtb BioA inh 3.2, PrPC surface inh 2 and UGM FP inh -0.2.

Grouped by structure: the entries above containing a COOH group.
CC(Sc1sc(=S)sc1SC(C)C(=O)O)C(=O)O (stereo unspecified) was read as MazEF act -2, GDH-TPI inh 12, FadD28 binding -1.1, Mtb FBA inh -2, BoNT F protease 1, Rv3671c inh -2, Mtb BioA inh -2.0, PrPC surface inh -12 and UGM FP inh 6.0.
O=C(O)COc1ccccc1/C=N/NC(=O)c1cc(-c2ccc(Cl)cc2)nc2ccccc12 was read as MazEF act 7, GDH-TPI inh 21, FadD28 binding -4.7, Mtb FBA inh 1, BoNT F protease 1, Rv3671c inh -5, Mtb BioA inh 1.8, PrPC surface inh 4 and UGM FP inh -0.4.

Gathered by group: those above with two or more sulfur atoms (three)
CC(Sc1sc(=S)sc1SC(C)C(=O)O)C(=O)O (stereo unspecified) was read as MazEF act -2, GDH-TPI inh 12, FadD28 binding -1.1, Mtb FBA inh -2, BoNT F protease 1, Rv3671c inh -2, Mtb BioA inh -2.0, PrPC surface inh -12 and UGM FP inh 6.0.
For COc1ccc(N2C(=NC(=O)C3CC3)SC3CS(=O)(=O)CC32)cc1Cl (stereo unspecified) the results were MazEF act -3, GDH-TPI inh -2, FadD28 binding -4.2, Mtb FBA inh -2, BoNT F protease 2, Rv3671c inh -4, Mtb BioA inh -2.0, PrPC surface inh 9 and UGM FP inh 0.7.
Cc1ccc(NC(=O)CCS(=O)(=O)c2ccc3nc(C)sc3c2)cc1 was read as MazEF act 9, GDH-TPI inh 8, FadD28 binding 0.0, Mtb FBA inh 3, BoNT F protease -13, Rv3671c inh 3, Mtb BioA inh -0.9, PrPC surface inh 4 and UGM FP inh 3.2.
